From PubChem
UBC9 SUMO inh: inhibitors of human SUMOylation (UBC9); HTRF SUMOylation assay, SAE1/SAE2 + UBC9, in vitro; inhibition, % at 35 µM; hit rate 0.36% among 290,000; in the data active = inhibition above about 50%, passing the limit was not always enough; also: strong numbers were not always called active
Target sequence (P63279 whole entry, looked up): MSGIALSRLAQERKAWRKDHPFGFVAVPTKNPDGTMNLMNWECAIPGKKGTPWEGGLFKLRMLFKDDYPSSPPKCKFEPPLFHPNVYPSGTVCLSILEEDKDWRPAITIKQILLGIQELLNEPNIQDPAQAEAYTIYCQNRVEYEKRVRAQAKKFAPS
CRFBP-R2 agonist: CRF-BP/CRF-R2 complex agonism; HEK293 CRF-R2/CRF-BP, calcium dye fluorescence (FLIPR); percent of saturating CRF peptide response; activation, % at 13.2 µM; hit rate 0.46% among 350,000; AID 588473;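 active = activation of at least 50%, plus an integration ratio under a set limit after plate pattern correction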;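 also: plate controls were neutral control wells without compound for no effect and CRF at EC100 for full effect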
CRFBP-R2 block: blocks CRF-induced signaling of the CRF-BP/CRF-R2 complex; HEK293 CRF-R2/CRF-BP, CRF-induced calcium fluorescence; inhibition, % at 11.8 µM; hit rate 0.59% among 350,000; AID 588475;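 active = inhibition of the ligand-induced calcium signal above about 50% at the single tested concentration, limit read from the data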
GalR3 antag: antagonists of human GalR3. HEK293 GalR3-CNG cAMP membrane potential fluorescence; galR3 body fused to GalR1 C-terminus. hit rate 0.44% among 360,000. inhibition, % at 3 µM. O60755;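 active = inhibition above the screen-wide average plus 3 SD, cut at about 13% in these data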;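 also: forskolin and galanin both at EC90 stimulate the cells; cAMP rise reported by CNG channel membrane potential dye signal; 0% = forskolin plus galanin with DMSO and 100% = forskolin alone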
Target sequence (O60755 1-299 limits assumed): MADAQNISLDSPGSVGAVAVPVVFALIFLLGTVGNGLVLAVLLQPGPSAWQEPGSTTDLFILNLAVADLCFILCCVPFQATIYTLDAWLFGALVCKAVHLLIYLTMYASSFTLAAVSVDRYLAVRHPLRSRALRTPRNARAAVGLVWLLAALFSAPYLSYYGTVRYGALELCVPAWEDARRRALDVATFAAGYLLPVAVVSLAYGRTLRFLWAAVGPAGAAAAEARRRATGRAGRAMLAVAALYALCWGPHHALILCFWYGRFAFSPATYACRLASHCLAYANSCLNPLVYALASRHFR
* hit, by the source's call; · = not tested or not shown; & = joins results of further samples. Only part of the results is shown; count on the stated rates, not on these rows.

The first five records, ahead of the listing:
SMILES	UBC9 SUMO inh	CRFBP-R2 agonist	CRFBP-R2 block	GalR3 antag
O=C1NCN(c2ccccc2)C12CCN(C(c1nnnn1-c1ccc3c(c1)OCCO3)C1CC1)CC2 (stereo not given)	·	·	·	0
O=P(OC1=CCCCC1)(c1ccccc1)c1ccccc1	·	·	·	0
C[C@H]1CN([C@@H](C)CO)C(=O)CCCn2cc(nn2)CO[C@@H]1CN(C)C(=O)Oc1cccc2ccccc12	·	·	·	0
O=C(NCCN1CCC2(CC1)C(=O)NCN2c1ccccc1)c1ccc(Cl)c(Cl)c1	·	·	·	-8
COc1cccc(C(c2nnnn2C2CCCCC2)N2CCC3(CC2)C(=O)NCN3c2ccccc2)c1OC (stereo not given)	·	·	·	-7

Results, from the first entry:
SMILES	UBC9 SUMO inh	CRFBP-R2 agonist	CRFBP-R2 block	GalR3 antag
O=C1NCN(c2ccccc2)C12CCN(C(c1nnnn1-c1ccc3c(c1)OCCO3)C1CC1)CC2 (stereo not given)	·	·	·	0
O=P(OC1=CCCCC1)(c1ccccc1)c1ccccc1	·	·	·	0
C[C@H]1CN([C@@H](C)CO)C(=O)CCCn2cc(nn2)CO[C@@H]1CN(C)C(=O)Oc1cccc2ccccc12	·	·	·	0
O=C(NCCN1CCC2(CC1)C(=O)NCN2c1ccccc1)c1ccc(Cl)c(Cl)c1	·	·	·	-8
COc1cccc(C(c2nnnn2C2CCCCC2)N2CCC3(CC2)C(=O)NCN3c2ccccc2)c1OC (stereo not given)	·	·	·	-7
CC1CN1c1cc2c(c3c1ccn3C)C1CCC2C1 (stereo not given)	·	·	·	-4
O=C(NCCN1CCC2(CC1)C(=O)NCN2c1ccccc1)c1ccc(F)cc1	·	·	·	-9
O=C(CCc1ccccc1)N1Cc2cc(N3CCOCC3)ccc2-n2nncc2C1	·	·	·	-6
Clc1ccc([C@H]2CC3CCC2N3)cn1 (stereo not given in full)	·	·	·	-1&-2
C[C@H]1COc2cccc(N3CCN(C)CC3)c2S(=O)(=O)N1	·	·	·	-5
CCC(c1nnnn1Cc1ccccc1)N1CCC(n2c(=O)[nH]c3ccccc32)CC1 (stereo not given)	·	·	·	-8
COc1ccc(-n2nnnc2C(c2cccc3ccccc23)N2CCC3(CC2)C(=O)NCN3c2ccccc2)cc1 (stereo not given)	·	·	·	-8
NC(Cc1ccc(Cl)cc1)c1csc(Nc2ccccn2)n1 (stereo not given)	·	·	·	-10
CC(=O)NCC1=C(c2ccc(S(C)(=O)=O)cc2)C[C@@H]2CC[C@H]1N2CCOc1ccccc1	·	·	·	-6
CCOC(=O)[C@]12Cc3cc(OC)ccc3[C@H]1N(CCC(=O)OC)C(=O)c1cc(OC)ccc12	·	·	·	-8
O=C1NCN(c2ccccc2)C12CCN(C(c1ccccc1)c1nnnn1C1CCCC1)CC2 (stereo not given)	·	·	·	0
OC1CN2CCC(O)C2C(O)C1O (stereo not given)	·	·	·	-7
N[C@@]1(C(=O)O)CC[C@@H](C(=O)O)C1	·	0.9	2	·
O=[N+]([O-])c1ccc(Cl)c([N+](=O)[O-])c1	·	0.0	9	·
COC(=O)NC(=S)Nc1ccccc1NC(=S)NC(=O)OC	·	4.2	8	·
C[Se]C[C@@H](N)C(=O)O	·	-0.3	0	·
CC(C)(O)/C=C/C(=O)[C@](C)(O)C1[C@H](O)C[C@@]2(C)C3CC=C4C(C[C@H](O)[C@@H](O)C4(C)C)[C@]3(C)C(=O)C[C@]12C (stereo not given in full)	·	14	-7	·
C=C1C(=O)OC2CC(C)C3C=CC(=O)C3(C)C(O)C12 (stereo not given)	·	-2.1	6	·
COC(=O)C1=C(c2ccc(F)cc2F)C[C@@H]2CC[C@H]1N2C(=O)NCC1CC1	·	-2.1	12	·
C=C1C2C[C@@]3([C@@H]1O)[C@@H](C[C@@H]2O)[C@@]12C4[C@@H]3C[C@@H]1[C@@](C)(CC[C@@H]2O)CN4CC	·	-0.9	3	·
SMILES	UBC9 SUMO inh	CRFBP-R2 agonist	CRFBP-R2 block	GalR3 antag
NC(C(=O)O)c1cc(=O)[nH]o1 (stereo not given)	·	-2.0	-11	·
C=C(C=O)CC1CC(O)[C@]2(C)OC3C[C@@H]4OC5C[C@]6(C)O[C@]7(C)CCC8OC9C[C@]%10(C)OC(/C(C)=C\CO)C(O)CC%10OC9CC(C)C8OC7CC6O[C@]5(C)C/C=C\C4OC3CC2O1 (stereo not given in full)	·	-0.5	10	·
COC(=O)C1=C(c2ccc(F)cc2F)C[C@@H]2CC[C@H]1N2C(=O)NC1CCCCC1	·	-1.6	4	·
CCCCCCCCC(=O)NCc1ccc(O)c(OC)c1	·	-1.4	8	·
ClC1C(Cl)C(Cl)C(Cl)C(Cl)C1Cl (stereo not given)	·	-0.9&2.7	-35&17	·
NNC(N)=O	·	1.5	-8	·
C[C@@H]1CN([C@H](C)CO)C(=O)CCCn2cc(nn2)CO[C@H]1CN(C)C(=O)Oc1ccc2ccccc2c1	·	-0.8	12	·
C/C(O)=C(\C#N)C(=O)Nc1cc(Br)ccc1Br	·	-0.4	21	·
CCCN1CC[C@@H]2c3cc(O)ccc3CC[C@@H]21	·	0.3	21	·
C=CC[C@@H](CC/C=C/C=C/CC/C=C\[C@@H]1CSC([C@@H]2C[C@@H]2C)=N1)OC	·	-2.6	15	·
COC(=O)C1=C(c2ccc(Cl)c(C(F)(F)F)c2)C[C@@H]2CC[C@H]1N2C(=O)NCCOc1ccccc1	·	0.6	-2	·
CCn1nc(-c2cccs2)nc2c(=O)n(C)c(=O)nc1-2	101*	-0.2	-6	·
C[C@]12CCC3C(CC[C@H]4C[C@@H](O)CC[C@]34C)C1C[C@@H](O)[C@H]2O (stereo not given in full)	·	-1.0	-6	-3
COC(=O)C1=C(c2ccc3ccccc3c2)C[C@@H]2CC[C@H]1N2C(=O)NCc1ccco1	·	-2.5	11	-3
Cn1c(O)c(C=NC2CCN(Cc3ccccc3)CC2)c(=O)n(C)c1=O	·	-3.3	14	-1
O=C1CCC2(O)C3Cc4ccc(O)c5c4C2(CCN3Cc2ccoc2)C1O5 (stereo not given)	·	3.0	-19	-5
Cc1ccc(NC(=O)c2ncn(CCCNCCN3CCOCC3)n2)cc1C	·	4.3	6	-5
C[C@]12CC[C@@H](O)CC1=CCC1C2CC[C@@]2(C)C1C[C@@H](F)[C@H]2O (stereo not given in full)	·	2.4	0	-7
COC(=O)C1=C(c2ccc(OCc3ccccc3)cc2)C[C@@H]2CC[C@H]1N2C(=O)NCc1ccccc1	·	0.1	27	-6
COC(=O)C1=C(c2ccc(OCc3ccccc3)cc2)C[C@@H]2CC[C@H]1N2C(=O)NCc1ccc(OC)cc1	·	-0.4	21	-4
CC12C=CC(=O)C=C1CC(O)C1C2CCC2(C)C1CCC2(C)O (stereo not given)	·	-0.3	-1	-6
CC(=O)OC1C(O)C(C)OC(OC2C(OC(=O)C3CCC4C(C3)OC3(CC(OC(=O)/C=C/c5ccccc5)C(C)CO3)C43CO3)OC(C)C(O)C2OC(C)=O)C1O (stereo not given)	·	0.7	13	-4
COC(=O)C1=C(c2cc3ccccc3o2)C[C@@H]2CC[C@H]1N2C	·	-1.4	9	-4
O=[N+]([O-])O[C@H]1CO[C@H]2[C@@H]1OC[C@H]2O[N+](=O)[O-]	·	2.4	-14	-4
CC1=C(O)C(=O)C=C2C1=CC=C1C2(C)CCC2(C)C3CC(C)(C(=O)O)CCC3(C)CCC12C (stereo not given)	·	18	6	-4

Quoted from the results shown (four entries):
SMILES	UBC9 SUMO inh	CRFBP-R2 agonist	CRFBP-R2 block	GalR3 antag
O=C1NCN(c2ccccc2)C12CCN(C(c1nnnn1-c1ccc3c(c1)OCCO3)C1CC1)CC2 (stereo not given)	·	·	·	0
O=P(OC1=CCCCC1)(c1ccccc1)c1ccccc1	·	·	·	0
C[C@H]1CN([C@@H](C)CO)C(=O)CCCn2cc(nn2)CO[C@@H]1CN(C)C(=O)Oc1cccc2ccccc12	·	·	·	0
O=C(NCCN1CCC2(CC1)C(=O)NCN2c1ccccc1)c1ccc(Cl)c(Cl)c1	·	·	·	-8

(list continues)
SMILES	UBC9 SUMO inh	CRFBP-R2 agonist	CRFBP-R2 block	GalR3 antag
CCOC(=O)C1(c2ccccc2)Oc2ccccc2C(c2ccc(OC)cc2)=C1C(=O)OC (stereo not given)	·	-1.0	-1	-9
COC(=O)C1=C(c2ccc(F)cc2OCc2ccccc2)C[C@@H]2CC[C@H]1N2C(=O)NCCCc1ccccc1	·	2.0	6	-10
O=C(Nc1cccc(Cl)c1)OCC#CCN1CCCC1	·	6.1	-24	-4
O=C1CC=C2C3CC4N(CCC45c4ccccc4N1C25)CC3=CCO (stereo not given)	·	-0.3	-13	-4
CCOC(=O)c1cnc(N2CC2)nc1N	·	0.1	0	-5
COc1cc2c3c(c1OC)Oc1ccc(cc1)C[C@H]1c4c(cc(OC)c(OC)c4Oc4ccc(cc4)C[C@@H]3N(C)CC2)CCN1C	·	-0.2	-1	-7
COC(=O)C1=C(c2ccc(-c3ccccc3)c(F)c2)C[C@@H]2CC[C@H]1N2C(=O)NCCc1ccccc1	·	-0.5	10	-6
CCN(C=C1CC2C3CC=C4CC(O)CCC4(C)C3CCC2(C)C1=O)CC (stereo not given)	·	-5.5	23	-2
CCCCCCC(C)(C)c1ccc([C@@H]2C[C@H](O)CC[C@H]2CCCO)c(O)c1	·	-1.1	-49	-1
CCN(CC)C(=O)c1ccc(NC(=O)c2ccc3c(c2)NC(=O)CS3)cc1	·	-1.1	-11	-1
COC(=O)C1=C(c2ccc(C(C)=O)cc2)C[C@@H]2CC[C@H]1N2C(=O)NCCOc1ccccc1Cl	·	-2.0	5	-2
COc1ccc(C(=O)CC(c2ccc3c(c2)OCO3)c2c(O)c3ccccc3oc2=O)cc1OC (stereo not given)	·	-1.4	13	-6
CC1CC(C)OP(=O)(OCCC#N)O1 (stereo not given)	·	-0.9	11	-5
N[C@H](CO)Cc1ccccc1	·	6.2	32	0
COc1cc(C2(C#N)CCN(C)CC2)cc(OC)c1OC	·	-1.9	10	-6
COc1ccc(-c2nn(Cc3ccccc3)cc2C(=O)NC2CC2)cc1OC	·	0.0	3	-5
CC=C(C)C1(CCC)C(=O)NC(=S)NC1=O	·	0.5	39	-7
Cc1nc2ccccc2c(=O)n1-c1c(Cl)cccc1Cl	·	0.0	9	-3
CCOC(=O)[C@]12Cc3ccsc3[C@H]1N(Cc1ccccc1)C(=O)c1ccccc12	·	0.3	10	-6
NC(Cc1ccccc1Cl)c1nn[nH]n1 (stereo not given)	·	27	0	3
C[C@](N)(CCP(=O)(O)O)C(=O)O	·	0.4	5	-2
COC(=O)C1=C(c2cccc3c2S(=O)(=O)c2ccccc2-3)C[C@@H]2CC[C@H]1N2C(=O)N1CCOCC1	·	-3.7	3	-4
CC1=CC(=O)C2=C(C)C[C@H](O)[C@@H]3[C@H](OC(=O)[C@H]3C)[C@@H]12	·	1.5	-26	-3
Nc1c(Cl)cc([N+](=O)[O-])cc1Cl	·	-3.9	29	-4
CC(C)(C)C(=O)N1Cc2ccccc2-n2nncc2C1	·	-2.5	10	-2
SMILES	UBC9 SUMO inh	CRFBP-R2 agonist	CRFBP-R2 block	GalR3 antag
C[C@]12CC[C@H]3[C@@H](CCC4=CC(=O)CC[C@@H]43)[C@@H]1CC[C@@H]2O	·	0.8	8	-5
C[N+](C)(C)CC(=O)O	·	-2.0	13	-3
COC(=O)C1=C(c2ccc(OCc3ccccc3)cc2)C[C@@H]2CC[C@H]1N2C(=O)NCCc1ccc(F)cc1	·	4.9	10	-9
CC12CCC(=O)C=C1C=CC1C2CCC2(C)C(O)CCC12 (stereo not given)	·	0.3	9	-5
COC(=O)C1=C(c2ccc(OC(F)(F)F)cc2)C[C@@H]2CC[C@H]1N2C(=O)N1CCOCC1	·	-0.7	5	-5
C[C@]12CCC3C(CC[C@H]4C[C@H](O)CC[C@]34C)C1CC(=O)[C@@H]2O (stereo not given in full)	·	0.7	-4	-4
COc1ccc(OC(=O)N(C)C[C@@H]2OCc3cnnn3CCCC(=O)N([C@@H](C)CO)C[C@H]2C)cc1	·	-0.3	-3	-5
Cc1ccccc1-n1c(C)nc2ccsc2c1=O	·	4.9	15	-1
COC(=O)C1=C(c2ccc(OCc3ccccc3)cc2)C[C@@H]2CC[C@H]1N2C(=O)NCc1ccc2c(c1)OCO2	·	-0.8	2	-4
ClCC(Br)CBr (stereo not given)	·	6.2	11	3
CC(C)N=C(NC(C)C)N1CC1	·	12	8	-7
COC(=O)C1=C(c2ccc(-c3ccccc3)c(F)c2)C[C@@H]2CC[C@H]1N2C(=O)NCCOc1ccc(OC)cc1	·	-0.7	5	-3
COC(=O)C1=C(c2ccccc2OCc2ccccc2)C[C@@H]2CC[C@H]1N2C(=O)NCc1ccc(Br)cc1	·	0.2	2	-8
C[C@]12CC[C@H](O)C[C@H]1CC[C@@H]1[C@@H]2CC[C@]2(C)[C@@H](C3=CC(=O)OC3)CC[C@]12O	·	-0.6	4	26*
COc1ccc(CC(=O)C2C(=O)N(C)c3ccccc32)cc1OC (stereo not given)	·	-3.2	-11	-2
CC12CCC3C(CCC4(O)CC(O)CCC34C=NO)C1(O)CCC2C1=COC(=O)C1 (stereo not given)	·	0.3	0	23*
CC(=O)C1CCC2(O)C3CCC4=CC(=O)CCC4(C)C3CCC12C (stereo not given)	·	0.0	6	-5
